From PubChem
ATG4B inhibitor – inhibitors of human ATG4B cysteine protease; ATG4B cleavage of LC3-PLA2, NBD-HPC fluorescence, 1 h; inhibition, % at 8.33 µM; 340,000 tested, 0.51% active; in the data active means inhibition above about 40%
SENP6 block – blocks the human protease SENP6; Q9GZR1; Recombinant SENP6 catalytic domain, aminoluciferin luminescence; inhibition, % at 10 µM; 330,000 tested, 1.8% active; AID 2599;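 active means inhibition above about 50% at the single tested dose, limit read from the data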;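 further: plate controls were DMSO wells with enzyme for no effect and DMSO wells lacking enzyme for full effect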
NR3A LBD binder – modulates the human NR3A ligand-binding domain | NR3A LBD differential scanning fluorimetry, Tm shift; 0% = protein alone, 100% = glycine-bound protein | Tm shift relative to glycine control, % at 25 µM | 340,000 tested, 2.5% active | AID 1259313;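 active means melting temperature shift of at least 10% of the positive control shift, at one fixed dose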
hIAP activ – human IAP activation; AID 2524; activation factor at 10 µM; 330,000 tested, 0.16% active; purified human IAP, CDP-Star luminescence, 30 min; stronger effect = higher value; 1 = vehicle-only enzyme, 0 = enzyme-free background;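 active means activation factor of the enzyme at least 2-fold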; further: the source names both 10 and 20 µM as test concentration; values of inactives mirror those of a sister screen read the other way
Target sequence (P09923 whole entry, looked up): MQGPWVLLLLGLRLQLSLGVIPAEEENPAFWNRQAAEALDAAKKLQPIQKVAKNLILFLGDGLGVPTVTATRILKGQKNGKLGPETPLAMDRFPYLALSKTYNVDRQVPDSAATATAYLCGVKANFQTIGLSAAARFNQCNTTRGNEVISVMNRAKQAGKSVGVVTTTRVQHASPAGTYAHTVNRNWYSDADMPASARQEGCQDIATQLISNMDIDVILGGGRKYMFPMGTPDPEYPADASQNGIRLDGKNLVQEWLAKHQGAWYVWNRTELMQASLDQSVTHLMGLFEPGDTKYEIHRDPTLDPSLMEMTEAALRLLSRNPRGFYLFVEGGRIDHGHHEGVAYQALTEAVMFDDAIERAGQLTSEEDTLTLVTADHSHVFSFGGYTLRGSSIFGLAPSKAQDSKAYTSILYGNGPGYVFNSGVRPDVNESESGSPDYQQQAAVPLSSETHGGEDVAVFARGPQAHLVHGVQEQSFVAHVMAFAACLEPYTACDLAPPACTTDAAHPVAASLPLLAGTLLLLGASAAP
MPTP inh – inhibitors of mitochondrial permeability transition pore; inhibition, % at 10 µM; 360,000 tested, 1.4% active; isolated mouse mitochondria, Ca2+ swelling absorbance, 30 min;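 active means inhibition of 50% or more, scaled per plate between neutral and stimulator controls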;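 further: 0% = DMSO wells given calcium and 100% = 1 mM EGTA wells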
PfG6PD inh – PfG6PD (Plasmodium falciparum) enzyme inhibition; PfGluPho enzyme, NADPH resazurin-diaphorase fluorescence; inhibition, % at 20 µM; 350,000 tested, 0.78% active;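 active means inhibition reaching at least a set limit at 20 µM in the primary screen, cut at about 59% in these data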;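 further: 0% = DMSO wells with substrate and 100% = DMSO wells lacking glucose-6-phosphate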
SENP8 inh – inhibitors of human SENP8 protease. recombinant SENP8, Nedd8 substrate fluorescence. inhibition, % at 20 µM. 360,000 tested, 0.64% active; in the data active means inhibition mostly above about 40%, no sharp cut-off; inactive means mostly below about 27%
Target sequence (Q96LD8 whole entry, looked up): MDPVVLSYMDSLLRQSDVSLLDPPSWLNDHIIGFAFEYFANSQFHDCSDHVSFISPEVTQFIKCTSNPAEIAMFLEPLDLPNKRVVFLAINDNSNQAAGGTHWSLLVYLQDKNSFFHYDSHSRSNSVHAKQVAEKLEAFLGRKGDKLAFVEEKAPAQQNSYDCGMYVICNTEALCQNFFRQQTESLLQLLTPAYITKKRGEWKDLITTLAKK
SENP1 FRET inh – SENP1 (human) catalytic domain inhibition | Q9P0U3 | recombinant SENP1 catalytic domain, CyPet-SUMO1-YPet FRET cleavage | inhibition, % at 10 µM | 360,000 tested, 0.21% active | AID 624204;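 active means inhibition at least 30% at 10 µM, raw YFP signal under a set limit, fluorescence ratio 0.5 to 1.5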;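 further: 0% = enzyme with DMSO and 100% = no enzyme wells; some results filed as inactive read as strong as hits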
Target sequence (Q9P0U3 419-644 limits assumed): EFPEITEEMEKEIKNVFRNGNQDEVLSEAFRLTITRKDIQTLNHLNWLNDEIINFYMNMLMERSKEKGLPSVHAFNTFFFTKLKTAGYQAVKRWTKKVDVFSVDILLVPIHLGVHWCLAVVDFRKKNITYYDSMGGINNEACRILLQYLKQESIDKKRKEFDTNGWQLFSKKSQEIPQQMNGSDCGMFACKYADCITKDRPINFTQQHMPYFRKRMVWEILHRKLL
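Compound: 10 µM single point, 0.5% DMSO; Test system: hSENP1 catalytic domain, recombinant; Timing: 50 min reaction at room temperature; Technique: FRET, CFP and YFP emission; Control set: no-enzyme wells low, DMSO-plus-enzyme wells high control.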
The depositor's hits bear a star; / = not tested or not shown.

The line under a structure holds: ATG4B inhibitor, SENP6 block, NR3A LBD binder, hIAP activ, MPTP inh, PfG6PD inh, SENP8 inh, SENP1 FRET inh
CN1CCN(CC(=O)Nc2ccc(OC(F)(F)F)cc2)CC1
  5, -19, -2, 1.2, -1.0, -1, 16, 2
O=C(NCCCC1CCCC1)C1CCC(=O)N(Cc2cccc(C(F)(F)F)c2)C1 (configuration not stated)
  -9, 10, -2, 1.4, -0.6, 16, 0, -1
CCn1nc(C(=O)OCC(=O)NC(C)C)c2ccccc2c1=O
  -4, -2, -2, 1.1, 0.3, 8, 12, 1
COc1ccc(N2CC(C)Cn3c2nc2c3c(=O)n(CCN3CCOCC3)c(=O)n2C)cc1 (configuration not stated)
  3, 5, 0, 1.2, -1.5, -12, -1, 0
C#CCCC/C(=C\C(=O)N(C)[C@H](C(=O)N(C)[C@H](C(=O)N(C)[C@H](C(=O)N(C)[C@H](C(N)=O)C(C)C)C(C)C)C(C)C)C(C)C)OC
  -7, -2, 2, 0.87, -1.3, 20, 2, -1
CCCn1cnc2c(=S)nc(N)[nH]c21
  6, 0, 2, 1, -1.2, 53, 20, 2
COC(=O)C[C@H]1c2cc(F)ccc2S(=O)(=O)N1Cc1ccccc1OC
  -7, 1, -1, 1, -1.1, -1, 11, 1
CCn1c(=NC(=O)CSCC(=O)Nc2nccs2)sc2ccccc21
  1, -4, -2, 0.89, -2.6, 14, 5, -1
COC(=O)c1c(NC(=O)C2=COCCO2)sc(C)c1C
  3, -7, 2, 0.86, -1.4, -1, -425, 0
COC(=O)/C=C/COc1ccccc1[N+](=O)[O-]
  4, -56, -1, 1.1, 1.0, -2, 4, 1
O=C(CC1NC(=O)NC1=O)Nc1ccc(Cl)cc1 (configuration not stated)
  -4, -16, 1, 1.1, -0.3, -11, 5, -1
O=C(NCC(c1ccco1)N1CCc2ccccc2C1)C(=O)Nc1ccccc1 (configuration not stated)
  6, -9, -1, 1, 0.3, 1, 9, -3
Cn1c(N)c(C(=O)COC(=O)/C=C/c2ccc(S(=O)(=O)N3CCOCC3)cc2)c(=O)n(C)c1=O
  -2, -8, 2, 1, 1.4, 11, 2, 1
CCOc1ccc(OCCOC(=O)CN(C)S(=O)(=O)c2ccc(NC(C)=O)cc2)cc1
  -8, -4, 2, 0.97, -3.4, 11, 12, -1
COc1ccc2[nH]c(-c3ccccc3)cc2c1
  -3, 92*, 12*, 0.87, 0.0, 31, -307, 4
CC1CCCC(NC(=O)C2CCCN2S(=O)(=O)c2cccc3nsnc23)C1C (configuration not stated)
  1, 0, 0, 1, 0.4, 31, 8, 5
COc1ccc(C(CNC(=O)COc2ccccc2)N2CCOCC2)cc1 (configuration not stated)
  -1, -5, 0, 1.1, -1.5, -7, 12, 2
COCCN(C(=O)CCN1C(=O)C2CC=CCC2C1=O)c1c(N)n(CC(C)C)c(=O)[nH]c1=O (configuration not stated)
  -37, -19, 0, 0.86, 0.3, -4, -10, -6
CCSc1nc(C)c(CC)c(C)c1C(N)=O
  -8, -17, 1, 1.2, -5.3, -5, 15, 2
Cc1nn(C)c(C)c1C(C)NC(=O)c1ccc(OC2CCN(Cc3ccccn3)CC2)cc1 (configuration not stated)
  -5, -9, 0, 1.2, 0.6, 4, 0, -2

Sorted by length of the SMILES (rising): 5 of the compounds above
The line under a structure holds: ATG4B inhibitor, SENP6 block, NR3A LBD binder, hIAP activ, MPTP inh, PfG6PD inh, SENP8 inh, SENP1 FRET inh
COC(=O)/C=C/COc1ccccc1[N+](=O)[O-]
  4, -56, -1, 1.1, 1.0, -2, 4, 1
CCn1c(=NC(=O)CSCC(=O)Nc2nccs2)sc2ccccc21
  1, -4, -2, 0.89, -2.6, 14, 5, -1
CCOc1ccc(OCCOC(=O)CN(C)S(=O)(=O)c2ccc(NC(C)=O)cc2)cc1
  -8, -4, 2, 0.97, -3.4, 11, 12, -1
COc1ccc(N2CC(C)Cn3c2nc2c3c(=O)n(CCN3CCOCC3)c(=O)n2C)cc1 (configuration not stated)
  3, 5, 0, 1.2, -1.5, -12, -1, 0
C#CCCC/C(=C\C(=O)N(C)[C@H](C(=O)N(C)[C@H](C(=O)N(C)[C@H](C(=O)N(C)[C@H](C(N)=O)C(C)C)C(C)C)C(C)C)C(C)C)OC
  -7, -2, 2, 0.87, -1.3, 20, 2, -1

Following part
The line under a structure holds: ATG4B inhibitor, SENP6 block, NR3A LBD binder, hIAP activ, MPTP inh, PfG6PD inh, SENP8 inh, SENP1 FRET inh
Cc1ccc(C(c2cc(Br)ccc2O)N2CCSCC2)cc1 (configuration not stated)
  -5, 1, -9, 0.99, 4.7, 2, 12, 4
O=C(CSc1nnc(CNC(=O)c2ccc(F)cc2)o1)NCc1ccc(F)cc1
  0, -10, -4, 0.97, -0.2, -11, 2, -15
Cc1cc(OCC(=O)c2ccc(Br)cc2)ccc1N1C(=O)CCC1=O
  -13, -14, -3, 0.9, 1.1, 3, 14, 0
CC(=O)Nc1ccc(N=NN2CCOCC2)cc1
  -5, -7, -2, 1.2, -2.3, -2, 3, 1
COc1ccc(OCC(=O)N(Cc2sccc2C)C2CCS(=O)(=O)C2)cc1 (configuration not stated)
  -4, 18, 0, 0.82, -1.0, 2, 6, -1
C[C@]12CC[C@H](O)CC1=CCC1C2CC[C@@]2(C)C1CC[C@@H]2NC(=O)[C@@H](N)Cc1cnc[nH]1 (some centres not stated)
  0, /, -3, /, -0.5, -5, -4, -6
CCCc1cc(=O)oc2cc(C)cc(OC(C)C(=O)NCCCn3ccnc3)c12 (configuration not stated)
  2, -12, -2, 0.94, -0.4, -15, -293, 0
COc1ccc(S(=O)(=O)NC2CCCCC2)cc1-n1cnnn1
  0, 0, 0, 1.1, -1.8, -13, 10, 2
Cc1ccccc1NC(=O)Cn1nc(C(=O)O)c2ccccc2c1=O
  -2, 3, 3, 0.91, -0.5, 2, 15, 0
Cc1cc2cc(CNC(=O)c3ccc4c(c3)OCO4)ccc2[nH]1
  -15, 8, 1, 1.2, -0.5, 2, -4, -39
CCc1ccc(C(=O)Cn2ccsc2=N)cc1
  4, 79*, 39*, 0.96, 0.5, 6, 3, 2
N#C/C(=C\c1c(Oc2ccc(Cl)cc2)nc2ccccn2c1=O)C(=O)NC1CCS(=O)(=O)C1 (configuration not stated)
  -6, -17, 0, 0.93, -2.2, 8, -340, -27
Cn1ccc(CC(=O)N2CCC(N3CCC(C(=O)N4CCCC4)CC3)CC2)c1
  6, -6, 0, 1, 0.5, -16, 4, -11
Cc1cc(C(=O)CCl)c(C)n1-c1c(C)n(C)n(-c2ccccc2)c1=O
  6, 0, 1, 1.1, 0.2, -9, 8, 2
Cc1ccc(CNC(=O)CN(C(=O)C2(C)CC(=O)N=C3C=CC=CN32)c2ccc(F)cc2)cc1 (configuration not stated)
  -1, 24, 0, 1, -0.3, 4, -307, 2
Cc1ccc(C(=O)Nc2cc(C(F)(F)F)ccc2-n2cncn2)o1
  -10, -7, -3, 0.98, -1.8, 18, -63, -1
CC(C)(C)OC(=O)NCCc1nnc(SCc2ccccc2Cl)o1
  3, -4, 2, 0.9, -1.1, -6, 6, 2
O=C(NCc1ccc2c(c1)OCO2)c1cc(-c2ccccc2Cl)on1
  24, -8, 2, 1, 0.5, -8, 28, 2
COc1cc(C2CC(=O)c3cnc(NC(=O)COc4ccccc4)nc3C2)cc(OC)c1OC (configuration not stated)
  -14, -9, -1, 1, -0.1, 3, 1, -5
Cc1ccc(C)c(NC(=O)CN(C)C(=O)c2ccccc2OCc2ccc(Cl)cc2)c1
  -2, -6, -3, 1.1, -1.7, 38, 9, 4
CCCc1nc(SCC(=O)Nc2ccc(S(=O)(=O)N(C)C)cc2)c2ccccc2n1
  -5, /, 18*, /, 4.9, -9, 9, 0
Cc1cccc(NC(=S)N2CCC(NC(=O)C3CCCCC3)CC2)c1
  10, 9, 3, 0.82, -1.8, 2, 12, 3
Cc1cc(C)cc(Oc2ccc(NC(=O)C3CC=CCC3C(=O)O)cc2)c1 (configuration not stated)
  -2, -12, -1, 1.1, -1.7, -15, 9, 2
CN(C)c1ccc(-n2cc3c(=O)n(C)c(=O)n(C)c3c2)cc1
  -18, -12, 0, 0.75, -1.5, 27, -441, 2
CCn1c(CCNC(=O)c2ccc(OC)c(OC)c2)nc2ccccc21
  -18, 5, -2, 1, -0.9, -17, 16, 2
N#Cc1c(NC(=O)c2ccc(Cn3cc(Br)cn3)o2)sc2c1CCCCC2
  -9, 11, -3, 0.99, 1.5, -19, -158, -11
CSc1nc2ccccc2n1CC(=O)Nc1ccccc1
  -1, -30, 1, 1, -2.9, -1, 14, 2
CC1CCN(c2ccc([N+](=O)[O-])cc2C(=O)NCC2CCCO2)CC1 (configuration not stated)
  1, 3, 8, 0.7, 0.4, -5, 5, 2
Cc1nc2sc(C)c(C)c2c(=O)o1
  6, -7, 1, 1, -3.6, 6, 8, 3
O=C(CN1CCN(Cc2ccccc2)C1=O)NCc1cccs1
  -5, -9, -1, 0.83, -1.3, 1, 9, 1
CCC(=O)/C=C1/Sc2ccccc2N1CC
  -4, 7, -3, 1.1, -0.5, 53, 21, -23
CCc1ccc(OCCCC(=O)Nc2cccc(C(=O)O)c2)cc1
  -1, 14, 1, 1.1, -0.7, -42, 12, 0
CCC(=O)N1CCC(C(N)=O)(N2CCCCC2)CC1
  -6, 15, 1, 1.3, 1.6, -1, 23, 0
CCC1CCCCN1C(=S)NC1CCCCC1 (configuration not stated)
  -10, 1, 1, 1.1, 0.4, -4, 23, 2
COc1ccc2[nH]c(=O)c(CN(C(=O)c3cccnc3)c3ccc(C)cc3)cc2c1
  -9, 13, -1, 0.97, 0.0, -12, -405, -8
CCOC(=O)C(CC)Sc1nnc2cc(C)c3ccccc3n12 (configuration not stated)
  -12, 15, 0, 1, -15, 7, 11, 2
COc1ccc(NC(=O)CN2CCN(c3ccccc3C)CC2)cc1
  -2, -8, -1, 1.2, 0.5, 4, 34, 2
CCOC(=O)c1c(C)[nH]c(C(=O)/C(C#N)=C/c2ccc(OC)c(OC)c2)c1C
  -6, -12, -6, 0.93, 10, -4, 9, 2
Cc1csc2nc(O)c(C(=O)NC3CCCCC3C)c(=O)n12 (configuration not stated)
  1, -3, -1, 1.1, -0.4, -8, -1, 1
Cc1cc(C)c(S(=O)(=O)c2ccccc2C)c(SCC(C)C)n1
  -6, -13, 1, 1.1, 0.7, -10, 24, 2
CCn1c(-c2nn(-c3ccccc3)ccc2=O)n[nH]c1=S
  7, -2, -4, 0.97, 1.4, 24, 12, 1
N#Cc1c(NC(=O)C2CC(Cl)=CCC2C(=O)O)sc2c1CCCC2 (configuration not stated)
  2, 4, 2, 1, 0.1, -27, 0, 1
Fc1cc(F)cc(-c2oncc2-c2nnnn2-c2ccccc2)c1
  -10, 13, 2, 0.99, -0.7, -20, 19, 3
CC(C)c1ccc(NC(=O)C(c2ccccc2)N2CCN(C=O)CC2)cc1 (configuration not stated)
  -7, 1, -9, 1.2, 0.4, 7, 9, -5
COc1cc2[nH]cc(C(=O)NCc3cccs3)c(=O)c2cc1OC
  2, -7, -2, 0.97, -0.9, 9, -12, 0
O=S(=O)(NCCS(=O)(=O)N1CCN(c2ccccc2)CC1)c1ccccc1
  1, -13, -1, 1.3, -0.2, -6, 21, 0
CCc1ccccc1NC(=S)N(Cc1ccc(OC)cc1)CC1CCC(C(=O)O)CC1 (configuration not stated)
  5, 8, 3, 0.98, -0.1, -10, -13, 1
COc1ccc(/C=C/C(=O)NC(=S)N2CCN(c3ccccc3OC)CC2)cc1
  6, -6, -1, 0.92, 3.6, -14, 7, 1
N#Cc1cccc(C(=O)Nc2ccc(S(=O)(=O)Nc3nccs3)cc2)c1
  -1, -22, -2, 1.2, -1.0, -9, 12, -8
CC(C)(C)c1ccc(/C=C2\Oc3cc(O)ccc3C2=O)cc1
  3, 7, 17*, 0.92, 34, -21, -190, -21
C=CCn1c(COc2ccc(OC)cc2)nnc1SCn1nnc2ccccc2c1=O
  -3, -8, -1, 0.93, 3.8, 7, 4, 1
Oc1ccc(-c2csc(-c3cccnc3)n2)cc1O
  2, -13, -9, 0.59, 3.5, -1, 12, 4
CC(C)(C)n1ncc2c(=O)n(Cc3cccc(Cl)c3)cnc21
  -3, 10, -1, 1, -0.6, 0, 3, -3
CCOC(=O)CSc1nnc(-c2nnc(SCC(=O)OCC)n2CC)n1CC
  2, -9, 1, 1.1, 0.3, 6, 13, 0
